CHRM4 PAM – positive allosteric modulators of human muscarinic M4 receptor. AID 624126. P08173. hit rate 0.4% among 360,000. CHO-K1 hM4/Gqi5, Fluo-8 calcium fluorescence, ACh EC20; 0% = ACh EC20, 100% = maximal ACh. activation, % at 3 µM;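 active = activation above its plate's cutoff, the mean activation of sample wells plus 3 SD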; also: some results filed as inactive read as strong as hits
Target sequence (P08173 whole entry, looked up): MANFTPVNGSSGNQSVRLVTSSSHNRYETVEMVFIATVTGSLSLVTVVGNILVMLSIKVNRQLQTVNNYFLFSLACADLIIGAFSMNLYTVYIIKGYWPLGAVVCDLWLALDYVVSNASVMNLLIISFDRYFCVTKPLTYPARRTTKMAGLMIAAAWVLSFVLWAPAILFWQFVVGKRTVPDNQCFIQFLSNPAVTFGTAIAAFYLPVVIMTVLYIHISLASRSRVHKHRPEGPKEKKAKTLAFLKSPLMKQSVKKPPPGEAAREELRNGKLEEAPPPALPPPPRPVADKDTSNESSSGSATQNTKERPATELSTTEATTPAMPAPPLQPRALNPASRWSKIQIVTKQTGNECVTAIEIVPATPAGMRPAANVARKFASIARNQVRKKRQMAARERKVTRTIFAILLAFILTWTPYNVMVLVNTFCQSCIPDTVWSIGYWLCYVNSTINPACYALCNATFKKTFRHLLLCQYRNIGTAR
CHRM4 antagonist – blocks acetylcholine activation of human M4 receptor. P08173. CHO-hM4 cells, ACh EC80, Fluo-8 calcium fluorescence. inhibition, % at 3 µM. hit rate 0.73% among 360,000. AID 624125;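 active = inhibition above its plate's cutoff, the mean inhibition of sample wells plus 3 SD, cut at about 27% in these data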;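 also: 0% = acetylcholine EC80 with DMSO and 100% = DMSO without agonist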
M5 ag – CHRM5 agonism in calcium assay; CHO-K1 hM5 cells, Fluo-8 calcium fluorescence; 0% DMSO wells, 100% maximal acetylcholine response; activation, % at 3 µM; hit rate 0.19% among 360,000; AID 624037;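 active = activation above the run's mean over test compounds plus 3 SD, cut at about 23% in these data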;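 also: signal is peak over basal fluorescence ratio across the kinetic read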
CHRM4 agonist – CHRM4 agonism in calcium assay; P08173; CHO-K1 hM4/Gqi5, Fluo-8 calcium fluorescence; vehicle 0%, full acetylcholine response 100%; activation, % at 3 µM; hit rate 0.14% among 360,000;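 active = activation above the run mean over all test wells plus 3 SD, cut at about 32% in these data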;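 also: peak over basal fluorescence ratio per well then scaled between controls; 0% = DMSO wells and 100% = acetylcholine at EC100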
CRFBP-R2 block – CRF-BP/CRF-R2 complex antagonism; hit rate 0.59% among 350,000; HEK293 CRF-R2/CRF-BP, CRF-induced calcium fluorescence; inhibition, % at 11.8 µM;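 active = inhibition of the ligand-induced calcium signal above about 50% at the single tested concentration, limit read from the data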
M5 antag – blocks acetylcholine activation of human M5 receptor; CHO-hM5 cells, Fluo-8 calcium fluorescence, ACh EC80; P08912; hit rate 0.59% among 360,000; inhibition, % at 3 µM;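 active = inhibition above a per-plate cutoff, the mean of that plate's test compounds plus 3 SD, cut at about 27% in these data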;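 also: 0% = acetylcholine EC80 with DMSO and 100% = DMSO without agonist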
M1 PAM – potentiates human M1 receptor response to acetylcholine. CHO-K1 hM1, Fluo-8 calcium fluorescence, ACh EC20; 0% = ACh EC20, 100% = maximal ACh. activation, % at 3 µM. hit rate 0.088% among 360,000. AID 588819; in the data active = activation above about 19%, passing the limit was not always enough
Target sequence (P11229 whole entry, looked up): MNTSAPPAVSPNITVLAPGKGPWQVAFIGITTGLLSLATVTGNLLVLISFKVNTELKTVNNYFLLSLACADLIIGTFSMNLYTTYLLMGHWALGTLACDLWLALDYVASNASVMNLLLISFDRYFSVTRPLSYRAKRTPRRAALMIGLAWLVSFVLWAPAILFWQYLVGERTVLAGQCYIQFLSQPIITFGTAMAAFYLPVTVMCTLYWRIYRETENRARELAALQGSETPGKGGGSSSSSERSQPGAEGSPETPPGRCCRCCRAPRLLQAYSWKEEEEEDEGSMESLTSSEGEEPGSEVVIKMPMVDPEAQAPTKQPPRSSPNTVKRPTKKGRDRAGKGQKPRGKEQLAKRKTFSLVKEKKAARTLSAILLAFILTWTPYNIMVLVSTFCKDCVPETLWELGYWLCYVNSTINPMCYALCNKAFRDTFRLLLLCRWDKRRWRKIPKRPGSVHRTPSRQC
CRFR2-BP ag – agonists of human CRF-binding protein/CRF-R2 receptor complex | HEK293 CRF-R2/CRF-BP, calcium dye fluorescence (FLIPR); percent of saturating CRF peptide response | activation, % at 13.2 µM | hit rate 0.46% among 350,000;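 active = activation of at least 50%, plus an integration ratio under a set limit after plate pattern correction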;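 also: plate controls were neutral control wells without compound for no effect and CRF at EC100 for full effect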
CHRM5 PAM – potentiates acetylcholine response at human M5 receptor | hit rate 0.3% among 360,000 | P08912 | activation, % at 3 µM | CHO-K1 hM5, Fluo-8 calcium, ACh EC20 PAM; 0% = ACh EC20, 100% = ACh EC100;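 active = activation above the run cutoff, the mean activation of all test compounds plus 3 SD, cut at about 18% in these data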
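Assay system: CHO-K1 hM5 cells / Incubation: Fluo-8 loading 80 min at 37 °C plus 30 min room temperature / Technique: Fluo-8 calcium dye fluorescence, kinetic read / Repeats: single replicate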
* hit, by the source's call; & = joins results of further samples.

`CCNC(=S)NC(=NCc1cccnc1)Nc1nc(C)cc(C)n1` gave CHRM4 PAM -2, CHRM4 antagonist -1, M5 ag 0, CHRM4 agonist 0, CRFBP-R2 block -5, M5 antag 14, M1 PAM 2, CRFR2-BP ag -0.2 and CHRM5 PAM -8.
Screening CCOc1cc(/C=N/NC(=O)COc2ccc(Cl)cc2)ccc1OS(=O)(=O)c1ccccc1 returned CHRM4 PAM -7, CHRM4 antagonist 3, M5 ag 1, CHRM4 agonist 2, CRFBP-R2 block -1, M5 antag 3, M1 PAM -1, CRFR2-BP ag -0.4 and CHRM5 PAM -2.
For COc1ccc(Nc2ccc(OC)cc2)cc1 the results were CHRM4 PAM -7, CHRM4 antagonist 6, M5 ag 6, CHRM4 agonist 0, CRFBP-R2 block 2, M5 antag -10, M1 PAM 12, CRFR2-BP ag -1.1 and CHRM5 PAM 10.
CCOc1ccc(CN(C)CC(O)COC(c2ccc(OC)cc2)c2ccc(OC)cc2)cc1 (stereo unspecified) was read as CHRM4 PAM 0, CHRM4 antagonist -9, M5 ag -3, CHRM4 agonist 5, CRFBP-R2 block -12, M5 antag 11, M1 PAM 6, CRFR2-BP ag 1.5 and CHRM5 PAM -2.
Screening COCCNC(=O)C(c1ccc(O)cc1)N(Cc1ccco1)C(=O)CCC(=O)Nc1ccccn1 (stereo unspecified) returned CHRM4 PAM 3, CHRM4 antagonist -2, M5 ag -1, CHRM4 agonist 0, CRFBP-R2 block 3, M5 antag 7, M1 PAM 7, CRFR2-BP ag 0.8 and CHRM5 PAM 2.
COc1ccc(Cl)cc1N/C(N)=N/c1nc(C)cc(C)n1 was read as CHRM4 PAM -6, CHRM4 antagonist 3, M5 ag -1, CHRM4 agonist 0, CRFBP-R2 block 6, M5 antag -1, M1 PAM 10, CRFR2-BP ag -2.6 and CHRM5 PAM -1.
O=[N+]([O-])c1cc(C(F)(F)F)c(Cl)cc1N1CCN(CCO)CC1 was read as CHRM4 PAM 11, CHRM4 antagonist -3, M5 ag 2, CHRM4 agonist 6, CRFBP-R2 block 14, M5 antag -2, M1 PAM 2, CRFR2-BP ag -2.6 and CHRM5 PAM 5.
CCNc1nc(SCCOc2ccccc2)nc(N(C)C)n1 was read as CHRM4 PAM -1, CHRM4 antagonist -12, M5 ag 1, CHRM4 agonist 0, CRFBP-R2 block -10, M5 antag 1, M1 PAM -3, CRFR2-BP ag 5.5 and CHRM5 PAM -10.
`N=C1c2ccccc2CN1NC(=O)CC12CC3CC(CC(C3)C1)C2` gave CHRM4 PAM -10, CHRM4 antagonist 1, M5 ag 0, CHRM4 agonist 10, CRFBP-R2 block -16, M5 antag 19, M1 PAM -9, CRFR2-BP ag -2.0 and CHRM5 PAM -4.
COc1ccc(NC(=O)C2C(=O)N(C)C3(C)CC2c2ccccc2O3)cc1 (stereo unspecified) was read as CHRM4 PAM 6, CHRM4 antagonist 0, M5 ag 1, CHRM4 agonist 2, CRFBP-R2 block 8, M5 antag -1, M1 PAM 2, CRFR2-BP ag -1.0 and CHRM5 PAM -2.
O=C(O)C1=C(C(=O)N2CCN(C(=O)c3ccco3)CC2)CCCC1 was read as CHRM4 PAM 16, CHRM4 antagonist -1, M5 ag -3, CHRM4 agonist 1, CRFBP-R2 block -7, M5 antag -1, M1 PAM 9, CRFR2-BP ag 7.7 and CHRM5 PAM 2.
Screening CNc1cnc(-c2ccsc2)cn1 returned CHRM4 PAM 0, CHRM4 antagonist 5, M5 ag -1, CHRM4 agonist 0, M5 antag 6, M1 PAM 0 and CHRM5 PAM 2.

The closing 2 compounds of the section above open the next one:
O=C(O)C1=C(C(=O)N2CCN(C(=O)c3ccco3)CC2)CCCC1 was read as CHRM4 PAM 16, CHRM4 antagonist -1, M5 ag -3, CHRM4 agonist 1, CRFBP-R2 block -7, M5 antag -1, M1 PAM 9, CRFR2-BP ag 7.7 and CHRM5 PAM 2.
Screening CNc1cnc(-c2ccsc2)cn1 returned CHRM4 PAM 0, CHRM4 antagonist 5, M5 ag -1, CHRM4 agonist 0, M5 antag 6, M1 PAM 0 and CHRM5 PAM 2.
`CCC(CC)C(=O)Nc1cc([N+](=O)[O-])ccc1Cl` gave CHRM4 PAM 0, CHRM4 antagonist 0, M5 ag -1, CHRM4 agonist -1, CRFBP-R2 block 14, M5 antag -1, M1 PAM -1, CRFR2-BP ag 0.1 and CHRM5 PAM 6.
Cc1cc(OCC(=O)OCC(=O)NC2CCS(=O)(=O)C2)ccc1Cl (stereo unspecified) was read as CHRM4 PAM 4, CHRM4 antagonist -8, M5 ag 2, CHRM4 agonist 1, CRFBP-R2 block -6, M5 antag 1, M1 PAM 2, CRFR2-BP ag -1.1 and CHRM5 PAM 0.
For Cc1cc(CN(C)C(=O)c2ccc(OC3CCN(Cc4ccccn4)CC3)cc2)on1 the results were CHRM4 PAM -3, CHRM4 antagonist -18, M5 ag -7, CHRM4 agonist 3, CRFBP-R2 block -1, M5 antag -6, M1 PAM -5, CRFR2-BP ag 0.8 and CHRM5 PAM 1.
`O=C(c1c[nH]c2ccccc12)C(O)C(c1ccccc1)N1CCOCC1` (stereo unspecified) gave CHRM4 PAM 8, CHRM4 antagonist -6, M5 ag -4, CHRM4 agonist 2, CRFBP-R2 block 4, M5 antag -5, M1 PAM 7, CRFR2-BP ag 6.8 and CHRM5 PAM 2.
Screening CC(O)(CS(=O)(=O)Cc1ccccc1)c1ccc(Cl)cc1 (stereo unspecified) returned CHRM4 PAM 10, CHRM4 antagonist -9, M5 ag -7, CHRM4 agonist 3, CRFBP-R2 block 10, M5 antag 2, M1 PAM 3, CRFR2-BP ag -0.6 and CHRM5 PAM 0.
Cc1cc(C)c(NC(=O)CN2C(=O)NC3(CCOc4ccccc43)C2=O)c(C)c1 (stereo unspecified) was read as CHRM4 PAM -1, CHRM4 antagonist -7, M5 ag -1, CHRM4 agonist 1, CRFBP-R2 block -10, M5 antag 3, M1 PAM 4, CRFR2-BP ag 0.5 and CHRM5 PAM 2.
CCn1nnc2cc(C(=O)N(CCOC)CC(=O)Nc3cccc(C)c3C)ccc21 was read as CHRM4 PAM -4, CHRM4 antagonist 9, M5 ag 3, CHRM4 agonist 0, CRFBP-R2 block 4, M5 antag 6, M1 PAM 4, CRFR2-BP ag -1.9 and CHRM5 PAM -1.
Cc1ccc(S(=O)(=O)N2CCN(C(=O)CN3CCN(c4ccc(O)cc4)CC3)CC2)cc1 was read as CHRM4 PAM -2, CHRM4 antagonist 0, M5 ag -7, CHRM4 agonist 1, CRFBP-R2 block -3, M5 antag 10, M1 PAM 12, CRFR2-BP ag 0.8 and CHRM5 PAM -5.
`O=c1c(Br)c(Br)cnn1-c1ccccc1` gave CHRM4 PAM -8, CHRM4 antagonist 11, M5 ag 0, CHRM4 agonist -2, CRFBP-R2 block 11, M5 antag 9, M1 PAM 3, CRFR2-BP ag -5.2 and CHRM5 PAM 2.
O=C(CCn1cccc(C(F)(F)F)c1=O)Nc1cccc(C(F)(F)F)c1 was read as CHRM4 PAM 1, CHRM4 antagonist -1, M5 ag 4, CHRM4 agonist 1, CRFBP-R2 block -4, M5 antag -3, M1 PAM 18, CRFR2-BP ag 1.4 and CHRM5 PAM 10.
For COCC(=O)N1C[C@H]2CON(C)[C@H]2C[C@H]1c1cccc(-c2ccccc2OC)c1 the results were CHRM4 PAM 0, CHRM4 antagonist 1, M5 ag 0, CHRM4 agonist 1, CRFBP-R2 block -10, M5 antag -4, M1 PAM 4, CRFR2-BP ag -1.7 and CHRM5 PAM 4.
`O=C(COC(=O)/C=C/c1cccc(C(F)(F)F)c1)NC(=O)NC1CCCC1` gave CHRM4 PAM -2, CHRM4 antagonist -13, M5 ag 6, CHRM4 agonist 1, CRFBP-R2 block -18, M5 antag 0, M1 PAM 1, CRFR2-BP ag 0.6 and CHRM5 PAM -6.
`Cc1cc(N2CCN(C)CC2)nc(-c2ccccc2O)n1` gave CHRM4 PAM 2, CHRM4 antagonist 0, M5 ag -8, CHRM4 agonist 3, CRFBP-R2 block -1, M5 antag 1, M1 PAM 5, CRFR2-BP ag -0.4 and CHRM5 PAM 4.
For CCOC(=O)CC(NC(=O)c1cc2ccccc2oc1=O)c1cccc([N+](=O)[O-])c1 (stereo unspecified) the results were CHRM4 PAM 3, CHRM4 antagonist -6, M5 ag -2, CHRM4 agonist 1, CRFBP-R2 block -3, M5 antag 3, M1 PAM 9, CRFR2-BP ag 0.2 and CHRM5 PAM -1.
For CCC1=NN(C(=O)Cc2ccc([N+](=O)[O-])cc2)C(O)(c2ccc(Br)cc2)C1 (stereo unspecified) the results were CHRM4 PAM 9, CHRM4 antagonist -17, M5 ag 3, CHRM4 agonist 3, CRFBP-R2 block -27, M5 antag -2, M1 PAM 5, CRFR2-BP ag 1.4 and CHRM5 PAM -5.
For CCOC(=O)C1CCCCN1Cc1cc(Cl)ccc1O (stereo unspecified) the results were CHRM4 PAM 1, CHRM4 antagonist 2, M5 ag -5, CHRM4 agonist -3, CRFBP-R2 block -19, M5 antag -3, M1 PAM 9, CRFR2-BP ag -0.9 and CHRM5 PAM -2.
`NCCSc1c(-c2ccc(F)cc2)[nH]c2ccccc12` gave CHRM4 PAM -18, CHRM4 antagonist 8, M5 ag 10, CHRM4 agonist 7, CRFBP-R2 block -27, M5 antag -6, M1 PAM 2, CRFR2-BP ag 2.7 and CHRM5 PAM 5.
`COc1ccc(-c2cc(=O)c3c(O)cc(O)cc3o2)cc1` gave CHRM4 PAM 3, CHRM4 antagonist -20, M5 ag -1, CHRM4 agonist 1, CRFBP-R2 block 0, M5 antag 0, M1 PAM 0, CRFR2-BP ag 0.7 and CHRM5 PAM -11.
Screening CC(C)C(=O)N1CCN(c2nc3ccc(Cl)cc3s2)CC1 returned CHRM4 PAM 1, CHRM4 antagonist -3, M5 ag 2, CHRM4 agonist 9, CRFBP-R2 block 3, M5 antag 9, M1 PAM -1, CRFR2-BP ag 1.6 and CHRM5 PAM -7.
Screening CC(C)OC(=O)c1ccc(N2CCN(c3ccc(F)cc3)CC2)nc1 returned CHRM4 PAM -4, CHRM4 antagonist 4, M5 ag -2, CHRM4 agonist 4, CRFBP-R2 block 2, M5 antag 5, M1 PAM -6, CRFR2-BP ag -0.3 and CHRM5 PAM -5.
For O=C(NCc1ccncc1)c1csc([C@@H]2C[C@H](O)[C@@H](CO)O2)n1 the results were CHRM4 PAM 2, CHRM4 antagonist -1, M5 ag 0, CHRM4 agonist 0, M5 antag -2, M1 PAM -3 and CHRM5 PAM -3.
Screening Cc1ccc(OCCNC(=O)c2cc(=O)[nH]c3ccccc23)cc1 returned CHRM4 PAM 2, CHRM4 antagonist -4, M5 ag 3, CHRM4 agonist 2, CRFBP-R2 block -3, M5 antag -3, M1 PAM 11, CRFR2-BP ag -0.9 and CHRM5 PAM 5.
For C=C[C@]1(C)C[C@@H](OC(=O)CSCCN(CC)CC)[C@]2(C)C(C)CC[C@]3(CCC(=O)[C@H]32)[C@@H](C)[C@@H]1O (stereo partly specified) the results were CHRM4 PAM -2&-10, CHRM4 antagonist -8&-3, M5 ag 0&0, CHRM4 agonist 1&2, CRFBP-R2 block -1&-17, M5 antag -4&5, M1 PAM -8&-2, CRFR2-BP ag 3.1&4.9 and CHRM5 PAM 7&0.
Screening CC(C)(C)OC(=O)N1CCCN(C(=O)Nc2ccc(C(F)(F)F)cc2)CC1 returned CHRM4 PAM -2, CHRM4 antagonist 2, M5 ag -2, CHRM4 agonist 0, CRFBP-R2 block -18, M5 antag 7, M1 PAM 18, CRFR2-BP ag -0.8 and CHRM5 PAM 8.
For CN(Cc1ccccc1)C(=O)COc1ccc(Br)cc1Cl the results were CHRM4 PAM 11, CHRM4 antagonist 0, M5 ag -2, CHRM4 agonist -1, CRFBP-R2 block 0, M5 antag 2, M1 PAM 6, CRFR2-BP ag -1.5 and CHRM5 PAM -2.
